Bioassay records (PubChem BioAssay)
MITF inh – human MITF inhibition, primary screen; O75030; AlphaScreen MITF homodimerization, bead proximity signal; inhibition, % at 2.6 µM; 0.91% of 650,000 active; AID 1259374; in the data active = inhibition above about 50%;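 note: 0% = vehicle wells with protein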
FBW7 activator – human FBW7 E3 ligase activation, primary screen; Q969H0; AlphaScreen FBW7–phospho-cyclin E peptide binding, activator screen; normalized activity (activation), % at 26.1 µM; 0.13% of 650,000 active; AID 1259310; in the data active = normalized activity above about 1.9%;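 note: purified mutant Fbw7 with reduced substrate affinity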
Target sequence (Q969H0 whole entry, looked up): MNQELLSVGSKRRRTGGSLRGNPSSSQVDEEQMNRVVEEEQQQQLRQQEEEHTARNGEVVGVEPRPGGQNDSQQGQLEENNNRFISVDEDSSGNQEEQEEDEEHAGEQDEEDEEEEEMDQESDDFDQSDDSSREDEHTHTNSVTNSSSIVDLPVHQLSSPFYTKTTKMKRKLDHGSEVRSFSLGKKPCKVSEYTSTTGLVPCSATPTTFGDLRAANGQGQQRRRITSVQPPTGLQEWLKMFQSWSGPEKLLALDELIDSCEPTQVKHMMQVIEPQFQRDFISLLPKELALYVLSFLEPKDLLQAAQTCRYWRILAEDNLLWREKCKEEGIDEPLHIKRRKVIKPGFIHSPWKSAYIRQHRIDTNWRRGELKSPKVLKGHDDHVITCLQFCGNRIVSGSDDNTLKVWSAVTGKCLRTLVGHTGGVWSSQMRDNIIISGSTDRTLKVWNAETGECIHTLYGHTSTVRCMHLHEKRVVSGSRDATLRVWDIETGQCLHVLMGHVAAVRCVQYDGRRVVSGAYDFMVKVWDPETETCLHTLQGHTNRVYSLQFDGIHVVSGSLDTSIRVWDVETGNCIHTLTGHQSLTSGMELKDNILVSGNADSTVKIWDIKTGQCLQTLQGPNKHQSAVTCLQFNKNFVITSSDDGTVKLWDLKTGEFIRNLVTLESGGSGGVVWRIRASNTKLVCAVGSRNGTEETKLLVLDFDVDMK
GPR151 activ – human GPR151 activation | Q8TDV0 | PathHunter beta-arrestin GPR151 cells, luminescence | activation, % at 11.2 µM | 1% of 650,000 active; in the data active = activation above about 4.9%;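 note: 0% = median of compound wells and 100% = cells with positive control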
Target sequence (Q8TDV0 whole entry, looked up): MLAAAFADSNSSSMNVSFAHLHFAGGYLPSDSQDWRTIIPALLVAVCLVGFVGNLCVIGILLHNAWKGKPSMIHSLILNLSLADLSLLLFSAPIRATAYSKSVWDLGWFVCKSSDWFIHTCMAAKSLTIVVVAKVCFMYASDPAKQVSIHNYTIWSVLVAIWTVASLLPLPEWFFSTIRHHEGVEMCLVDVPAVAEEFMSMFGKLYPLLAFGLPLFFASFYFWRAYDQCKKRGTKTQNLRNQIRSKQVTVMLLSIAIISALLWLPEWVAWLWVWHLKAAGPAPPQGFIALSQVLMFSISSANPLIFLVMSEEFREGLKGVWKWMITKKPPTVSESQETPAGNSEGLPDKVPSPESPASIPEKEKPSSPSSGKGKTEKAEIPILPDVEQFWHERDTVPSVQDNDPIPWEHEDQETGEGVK
TEAD-YAP block – TEAD-YAP interaction inhibition; HEK-TIYL cells, TEAD-Gal4/YAP UAS-luciferase luminescence; inhibition, % at 9.12 µM; 1.4% of 640,000 active; AID 1259422; in the data active = inhibition above about 32%;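 note: 0% = median of test compound wells and 100% = reference inhibitor wells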
The depositor's hits bear a star; / = no result given; & = joins results of further samples. The list is partial; count on the stated rates, not on these rows.

SMILES	MITF inh	FBW7 activator	GPR151 activ	TEAD-YAP block
COc1cc2nc(C)n(-c3ccccc3OC)c(=O)c2cc1OC	-1	0.3	0.6	-3
CC(=Nc1ccc(F)cc1)c1c(O)n(C)c(=O)[nH]c1=O	-4	-0.1	-0.2	-8
CC1(C)C2CC(=O)[C@]3(C)C(CC[C@@]4(C)[C@H](c5ccoc5)OC(=O)[C@H]5O[C@]543)[C@@]2(C)C(=O)C[C@H]1O (stereo not given in full)	-6	0.0	1.9	4
CN1C(=O)C(Cc2ccc(OCc3ccccc3)cc2)C(=O)N(C)C1=O	0	-0.1	0.7	-8
C=CCNc1cc(N2CCNCC2)ccc1[N+](=O)[O-]	2	-0.1	-1.0	-15
CCOC(=O)C1=C(NC(=O)c2ccccc2)c2ccccc2CC12CCCCC2	11	0.0	-0.6	6
O=C(Nc1ccc(Br)cc1C(=O)c1ccccc1)c1ccc(S(=O)(=O)N2CCCCC2)cc1	-8	0.0	0.5	1
NCCc1c[nH]c2ccc(OCC(=O)O)cc12	-7	-0.1	0.4	8
C=C(C)CN1CC[C@]23c4c5ccc(O)c4O[C@H]2c2[nH]c4ccccc4c2CC3(O)C1C5 (stereo not given in full)	-3	-0.1	-1.7	1
CN1CC(=O)N2CCN(Cc3cccc4cccnc34)C[C@@H]2C1=O	-11	-0.2	-0.4	-16
O=C(Cc1ccccc1)Oc1ccc(N2C(=O)CCC2=O)cc1	-6	-0.1	1.1	-1
CP(=O)(O)CCCN	6&28	-0.1&0.0	-0.3&-0.1	7
O=C(Nc1cccc(Br)c1)c1c(O)c2c(n(Cc3ccco3)c1=O)CCCC2	17	0.1	-0.1	-8
COC1=CC2([N+](=O)[O-])CN(C)CC([N+](=O)[O-])(C1)C2 (stereo not given)	-3	-0.2	-0.7	0
COCCn1c(C)cc(C=C(C#N)C#N)c1C	6	0.0	0.3	-3
Cc1cc(N2C(=O)C3CCCN3C2c2cccc(Cl)c2)no1 (stereo not given)	-1	0.3	-0.1	6
COc1ccccc1N1CCN(C2CCCN(C(=O)Cc3sc(C)nc3C)C2)CC1 (stereo not given)	6	0.0	-0.3	4
CN(C)c1cccc2c(C#N)ccc(N(C)C)c12	0	-0.3	-1.2	6
CC1(C2CCN(C(=O)C3C(C)(C)C3(C)C)CC2)NC(=O)N(Cc2ccsc2)C1=O (stereo not given)	22	1.4	-0.8	1
c1ccc(C2CCNCC2)cc1	3	0.0	-0.4	-4
Cc1ccc2[nH]c(C)c(CCNCc3ccco3)c2c1	5	0.0	0.9	9
COc1ccc(C(=O)c2nc3ccccc3n2C(C)C)cc1OC	-11	-0.1	0.2	-5
O=[N+]([O-])c1ccc(CC2=NCCN2)cc1	8	0.0	3.4	6
CC1CCc2c(cnc3scc[n+]23)C1 (stereo not given)	18	0.5	-2.4	0
COc1cccc(CN2CCN(C(=O)COc3ccccc3)CC2)c1OC	44	-0.1	-0.4	7
CSc1ncc(/C=C2/C(=O)NC(=O)N(c3ccc(C)cc3)C2=O)cn1	-2	-0.1	2.9	7
C=CCOC(=O)C1=C(N)OC(C)=C(C(=O)OC)C12C(=O)Nc1ccccc12 (stereo not given)	1	0.1	0.2	4
COC(=O)c1cccc(OC(NC(=O)C(C)C)C(Cl)(Cl)Cl)c1 (stereo not given)	-9	-0.1	-1.2	-9
CC(=O)c1ccc(OC(C)C)c(Cc2c(O)[nH]c(=S)[nH]c2=O)c1	-4	-0.3	-0.9	0
OC1(c2ccccc2)C[N+]2=C(SCCC2)N1Cc1ccccc1 (stereo not given)	-1	0.0	2.6	8

In another format: 12 of the compounds above
SMILES | MITF inh | FBW7 activator | GPR151 activ | TEAD-YAP block
Cc1cc(N2C(=O)C3CCCN3C2c2cccc(Cl)c2)no1 (stereo not given) | -1 | 0.3 | -0.1 | 6
COc1ccccc1N1CCN(C2CCCN(C(=O)Cc3sc(C)nc3C)C2)CC1 (stereo not given) | 6 | 0.0 | -0.3 | 4
CN(C)c1cccc2c(C#N)ccc(N(C)C)c12 | 0 | -0.3 | -1.2 | 6
CC1(C2CCN(C(=O)C3C(C)(C)C3(C)C)CC2)NC(=O)N(Cc2ccsc2)C1=O (stereo not given) | 22 | 1.4 | -0.8 | 1
c1ccc(C2CCNCC2)cc1 | 3 | 0.0 | -0.4 | -4
Cc1ccc2[nH]c(C)c(CCNCc3ccco3)c2c1 | 5 | 0.0 | 0.9 | 9
COc1ccc(C(=O)c2nc3ccccc3n2C(C)C)cc1OC | -11 | -0.1 | 0.2 | -5
O=[N+]([O-])c1ccc(CC2=NCCN2)cc1 | 8 | 0.0 | 3.4 | 6
CC1CCc2c(cnc3scc[n+]23)C1 (stereo not given) | 18 | 0.5 | -2.4 | 0
COc1cccc(CN2CCN(C(=O)COc3ccccc3)CC2)c1OC | 44 | -0.1 | -0.4 | 7
CSc1ncc(/C=C2/C(=O)NC(=O)N(c3ccc(C)cc3)C2=O)cn1 | -2 | -0.1 | 2.9 | 7
C=CCOC(=O)C1=C(N)OC(C)=C(C(=O)OC)C12C(=O)Nc1ccccc12 (stereo not given) | 1 | 0.1 | 0.2 | 4

Next structures:
SMILES	MITF inh	FBW7 activator	GPR151 activ	TEAD-YAP block
O=c1[nH]c2ccccc2c(=O)n1-c1ccc(F)c(Cl)c1	2	0.0	0.6	-10
O=C(C1CCC(=O)N1Cc1ccccc1Cl)N1CCC2(CC1)OCCO2 (stereo not given)	-4	-0.3	1.7	-8
Cc1ccc2c(c1)C1CN(C)CCC1N2C(=O)CSc1nnnn1-c1ccc(Cl)cc1 (stereo not given)	12	-0.1	0.9	-2
CCC(=O)c1ccc(N2CCN(C)CC2)c(F)c1	-3	0.0	-1.0	-7
CN1CCN(C(=O)COc2ccc(C(C)(C)C)cc2Br)CC1	-16	0.4	0.6	-1
c1ccc2c(c1)CC1(CCCC1)[N+]1=C2SCC1	11	0.5	-1.2	5
Cc1c2ccncc2c(C)c2c1[nH]c1ccccc12	-7&0	-0.1&0.1	-1.9&-0.3	-7&1
c1ccc(-c2ccnc3nc4ccccc4n23)cc1	8	-0.1	0.5	-11
COc1ccccc1OCC#CCN1CCCC(C)C1 (stereo not given)	58*	0.1	-1.8	7
CCc1cc2c(=O)c(-c3ccc4c(c3)OCCCO4)coc2cc1OC(=O)N(C)C	7	-0.2	-0.2	-30
COCCOC(=O)C1=C(N)OC(C)=C(C(=O)OC)C12C(=O)Nc1ccc(Br)cc12 (stereo not given)	14	0.1	-0.7	-3
CC(C)CN(CC(C)C)CP(=O)(O)Oc1ccccc1C(=O)N(CC(C)C)CC(C)C	-1	-0.1	2.2	5
CN1CCN(c2ccc(S(C)(=O)=O)cc2[N+](=O)[O-])CC1	-3	-0.1	0.4	5
O=c1cccc2n1CC1CC2CN(Cc2cccc(Cl)c2Cl)C1 (stereo not given)	-4	0.2	2.4	-7
O=Cc1cn(CCCOc2ccccc2)c2ccccc12	-7	-0.1	-0.5	3
O=[N+]([O-])c1ccc(N2CCCC2)cc1N1CCNCC1	1	0.3	-1.2	26
COc1cccc([C@@]2(O)CCCC[C@@H]2CN(C)C)c1	0&0	-0.1&-0.1	0.5&-2.2	2
CCCCP(=O)(CCCC)Nc1cccc(C)c1	10	0.1	0.6	4
COCCOC(=O)C1=C(N)OC2=C(C(=O)CC(C)(C)C2)C12C(=O)Nc1ccccc12 (stereo not given)	14	-0.1	0.0	5
CCOC(=O)c1c(CN2CCCC2)n(Cc2ccccc2)c2cc(Br)c(O)cc12	-6	-0.1	1.1	-17
COc1ccc(O)c(CN2CCN(Cc3cccc(Cl)c3)CC2)c1	5	-0.2	0.5	-5
CN1CCN(c2cc(N3CCOCC3)c(F)cc2[N+](=O)[O-])CC1	-3	-0.1	-0.7	2
O=c1c2ccccc2[nH]c(=S)n1-c1ccc2c(c1)OCO2	-2	-0.2	1.0	0
Cc1cc(C)[n+]2cccc(C)c2n1	16	0.5	-1.5	5
Cc1c(/C=N/O)c2ccccc2n1C	-1	-0.4	-0.5	-8
Cc1nn(-c2ccccc2)c(Cl)c1C=C1C(=O)NC(=O)NC1=O	6	-1.0	1.5	-6
CC(=O)OC1CCC2(C)C(CCC3C2CCC2(C)C3CCC2(O)C(C)OC(C)=O)C1 (stereo not given)	2	0.7	-0.3	-2
CCn1c2ccccc2c2cc(CN3CCN(C(=O)Cc4ccccc4)CC3)ccc21	15	-0.1	-1.2	-10
CCC(C(=O)N1CCC2(CC1)OCCO2)c1ccccc1 (stereo not given)	9	0.2	-0.1	-4
CC(C)n1[nH]c(=O)c2c1NC(=O)CSC2c1ccc(Cl)cc1 (stereo not given)	5	0.1	0.6	-7
COc1cccc(CNCCc2c[nH]c3ccccc23)c1OC	25	0.8	1.7	1
O=C1[C@H]2CN(Cc3ccncc3)CCN2C(=O)[C@H]2CCCN12	17	0.0	0.7	1
O=c1cccc2n1CC1CC2CN(Cc2cc([N+](=O)[O-])ccc2O)C1 (stereo not given)	-14	0.0	0.2	3
O=C(CN1C2CCC1CC(O)(c1ccccn1)C2)NC1CCCCC1 (stereo not given)	-7	-0.1	0.1	1
CC(c1ccccc1F)n1cc(C(=O)NC2CCCCC2)nn1 (stereo not given)	16	0.0	1.1	8
O=[N+]([O-])c1nonc1-c1ccccc1	-4	-0.1	-0.2	-4
CCOC(=O)C1C2NC(=S)N(c3ccccc3)C1(C)Oc1cc(OC)ccc12 (stereo not given)	53*	-0.6	-0.5	-8
CN1CC=C(c2noc(CCC(=O)Nc3cccnc3Cl)n2)CC1	8	0.8	0.2	-3
CCOP(=O)(Cc1ccc(C)cc1)OCC	20	0.1	-0.8	13
CC(=O)C1C2c3ccccc3OC1(C)N=c1s/c(=C\c3cccc(F)c3)c(=O)n12 (stereo not given)	0	0.4	-0.5	-7
C#CC(C)(C)N1CC=C(c2ccccc2)CC1	-1	-0.2	-0.8	-11
OC(C#CCN1CCCCC1)(c1ccccc1)C1CCCCC1 (stereo not given) (tested in a mixture with another compound)	0	0.0	-0.3	4
O=C(Cn1ncn2cccc2c1=O)N1CCC2(CC1)OCCO2	-6	0.1	0.3	-12
C[N+]12CCC(CC1)C(C(O)(c1cccc(Cl)c1)c1cccc(Cl)c1)C2 (stereo not given)	10	0.2	-0.1	-4
O=C(COc1ccc(Cl)cc1)N1CCN(Cc2cccc(F)c2)CC1	68*	0.1	-0.3	-1
COc1cccc(CN2CCN(Cc3ccccc3OC)CC2)c1	8	-0.2	-0.8	8
COc1ccc(OC)c(-n2c(O)c(/C=C3\C(C)=Nc4ccccc43)c(=O)[nH]c2=O)c1	12	0.0	0.4	-10
CN1CN(c2ccc([N+](=O)[O-])cc2)CN/C1=N\[N+](=O)[O-]	6	0.4	-1.0	-2
Nc1c(C(=O)NC2CC2)c2nc3ccccc3nc2n1Cc1ccccc1	-15	-0.2	-1.0	3
CN1C[C@H](CNC(=O)OCc2ccccc2)C[C@@H]2c3cccc4c3c(cn4C)C[C@H]21	1&2&4&9	-0.3&0.0&-0.2&0.2	0.0&-1.3&1.1&-0.2	-4&2
COc1ccc(CN2CCN(c3ccccc3)CC2)cc1O	47	0.1	-0.6	11
O=[N+]([O-])c1cccc(Cl)c1NCCNc1ccc([N+](=O)[O-])c2cccnc12	8	0.2	0.3	3
COc1ccccc1-n1c(/C=C2/C(=O)Nc3ccccc32)nc2ccccc2c1=O	12	0.0	1.4	4
CC1(C)C(C(=O)Nc2nc(-c3ccc(F)cc3F)cs2)C1(C)C	8	0.1	2.3	-15
CCCC[n+]1cc(NC(=O)c2ccccc2Br)on1	6	0.1	-0.4	-14
CCN(CC)CC(=O)Nc1ccc(Br)cc1C(=O)c1ccccc1Cl	12	-0.2	-0.5	14
NC(Cc1o[nH]c(=O)c1Cl)C(=O)O (stereo not given)	-1	-0.1	0.4	/
CC1CCCCC1Nc1cnn(C23CC4CC(CC(C4)C2C(=O)O)C3)c(=O)c1Cl (stereo not given)	-7	-0.1	-0.9	-5
COc1ccc(CCNCc2cccc(Cl)c2)cc1	-5	0.0	0.9	6
COc1cc(C2NC(=O)NC(c3ccc(O)c(OC)c3)C23C(=O)NC(=O)NC3=O)ccc1O (stereo not given)	7	-0.1	2.3	9

Later entries
SMILES	MITF inh	FBW7 activator	GPR151 activ	TEAD-YAP block
COc1ccc(/C=C\c2cc(OC)cc(OC)c2)cc1	4	/	0.3	/
C(=C\c1ccccc1)/CN1CCN(CCOC(c2ccccc2)c2ccccc2)CC1	13	-0.2	-1.6	/
COc1ccc2[nH]c(C)c(CCN3CCC(=O)C(C)C3C)c2c1 (stereo not given)	16	0.0	3.3	1
CN1CCC2=C(C1)C(=O)NC1(CCCCC1)N2	-1	0.8	-1.5	-3
O=C(c1n[nH]c(=O)c2ccccc12)N1CCC2(CC1)OCCO2	16	0.1	-0.6	4
CCOC(=O)C1(c2ccccc2)CCN(C(=O)c2c(C)oc3cc(Br)c(OC)cc23)CC1	-4	0.0	1.3	1
COc1ccc(C2CC3CCC(C2=O)N3Cc2ccccc2)cc1 (stereo not given)	0	-0.3	-0.7	2
CCCOc1ccc(C2SCC(=O)Nc3c2c(=O)[nH]n3C2CCOC(C)(C)C2)cc1 (stereo not given)	12	0.1	-0.5	-4
CN1CCN(c2ccc3ccccc3n2)CC1	-4&5	-0.1&0.1	-1.1&-1.6	-1
COc1ccc(Sc2ccc(C=C3C(=O)NC(=O)NC3=O)o2)cc1	9	0.0	-0.4	9
CNC(C)[C@@H]1CC[C@@H](N)[C@@H](OC2[C@@H](N)C[C@@H](N)[C@H](OC3OC[C@](C)(O)[C@H](NC)[C@H]3O)[C@H]2O)O1 (stereo not given in full)	-5&-6	-0.1&0.1	-0.2&-3.1	-12&-2
CCOC(=O)C1C2NC(=S)N(c3ccc(Br)cc3)C1(C)Oc1c(OC)cccc12 (stereo not given)	27	-0.5	0.8	21
